# Screens: PubChem BioAssay, several laboratories
# MC4R antagonist = blocks human MC4R cAMP signaling | 360,000 tested, 0.48% active | P32245 | MC4R-expressing cells, MTII-stimulated cAMP, LANCE TR-FRET | inhibition, % at 6.5 µM;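 active = inhibition above its plate's cutoff, the mean of tested wells on that plate plus 3 SD, cut at about 29% in these data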;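 note: 0% = Melanotan II alone and 100% = Melanotan II plus saturating MCL0020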
# Target sequence (P32245 whole entry, looked up): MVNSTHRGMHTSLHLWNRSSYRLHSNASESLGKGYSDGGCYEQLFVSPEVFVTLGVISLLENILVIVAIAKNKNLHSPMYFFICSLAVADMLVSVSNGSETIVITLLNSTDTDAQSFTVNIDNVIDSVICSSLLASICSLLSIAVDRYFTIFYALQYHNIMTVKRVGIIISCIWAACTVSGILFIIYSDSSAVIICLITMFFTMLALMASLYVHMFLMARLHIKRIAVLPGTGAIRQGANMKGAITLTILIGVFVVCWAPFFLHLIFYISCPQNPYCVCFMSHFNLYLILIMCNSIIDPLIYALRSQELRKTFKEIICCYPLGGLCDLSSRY
#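 System – human MC4R-expressing U2OS cells · Also added – Melanotan II · Dosing – one concentration, 6.5 µM nominal · Timing – 30-min compound, 1-h challenge, 1-h detection, room temperature · Measured by – Eu-cAMP/anti-cAMP TR-FRET, emission 671 nm · Replicates – singlicate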
# CaV13 FRET inh = Primary screen for inhibitors of IQ motif and Ca2+-dependent inactivation inhibitor domain binding in CACNA1D, Förster resonance energy transfer in living cells, …; 340,000 tested, 0.098% active; HEK cells, CFP/YFP FRET ICDI-IQ, plate reader, 10 min; percent FRET-ratio fall versus neutral wells; inhibition, % at 12.3 µM;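 active = mean replicate inhibition of at least 30% and at least 1% of replicates passing that level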;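 note: 0% = median of the neutral control wells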
# MC4R barr agon = activates human MC4R beta-arrestin recruitment; P32245; U2OS MC4R beta-arrestin complementation, luminescence; percent of melanotan II response, DMSO zero; activation, % at 8.9 µM; 360,000 tested, 0.98% active; AID 540308;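 active = activation above a per-plate cutoff, the mean activation of sample wells on that plate plus 3 SD, cut at about 8% in these data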
# PDI inh = PDI (human) enzyme inhibition; P07237; PDI insulin aggregation turbidity, A650, 90 min; inhibition, % at 10 µM; 350,000 tested, 0.052% active; AID 588391;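 active = mean inhibition across replicates of 30% or more, whatever share of single replicates reach that level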;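 note: absorbance from insulin aggregation driven by PDI reduction with DTT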
# Target sequence (P07237 whole entry, looked up): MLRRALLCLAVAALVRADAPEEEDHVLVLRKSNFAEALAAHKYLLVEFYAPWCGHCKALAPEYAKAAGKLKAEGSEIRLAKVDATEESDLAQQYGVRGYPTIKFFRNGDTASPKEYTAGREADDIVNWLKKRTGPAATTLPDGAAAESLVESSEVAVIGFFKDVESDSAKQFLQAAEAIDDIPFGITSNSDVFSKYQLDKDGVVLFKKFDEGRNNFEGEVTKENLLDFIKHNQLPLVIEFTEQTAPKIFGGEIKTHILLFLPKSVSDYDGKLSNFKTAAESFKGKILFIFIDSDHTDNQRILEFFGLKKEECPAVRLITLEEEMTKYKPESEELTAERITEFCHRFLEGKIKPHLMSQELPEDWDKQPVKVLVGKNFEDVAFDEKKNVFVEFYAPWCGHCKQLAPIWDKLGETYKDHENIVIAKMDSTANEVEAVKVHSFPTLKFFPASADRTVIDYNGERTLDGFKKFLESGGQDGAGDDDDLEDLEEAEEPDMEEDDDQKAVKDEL
# ABCB6 inh MLPCN = inhibitors of human ABC transporter ABCB6. 360,000 tested, 0.19% active. fluorescence ratio to DMSO, % at 10 µM. Q9NP58. K562-ABCB6 porphyrin accumulation, flow cytometry, 1 h; active compounds read low. AID 602162;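 active = fluorescence ratio to DMSO below 75%, the collection mean minus 3 SD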;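 note: signal is porphyrin accumulated inside mitochondria; 100% equals median channel fluorescence of DMSO control wells; lower ratio means ABCB6 inhibition with less porphyrin fluorescence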
# HTR2A ag = mouse HTR2A agonism via beta-arrestin recruitment; P35363; CHO-K1 mHTR2A beta-arrestin complementation, luminescence; percent of 30 µM serotonin response; activation, % at 7.6 µM; AID 624169; 360,000 tested, 0.66% active;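 active = activation above a run cutoff, the mean activation of all tested compounds plus 3 SD, cut at about 14% in these data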;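 note: 0% = plate median of compound wells and 100% = 30 µM serotonin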
# Glyco luc inh = blocks N-linked glycosylation in D54 reporter cells | D54 ERlucT glycosylation luciferase reporter, 24 h; percent of 100 nM tunicamycin response | 360,000 tested, 0.23% active | reporter increase, % at 12.5 µM;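 active = mean luciferase reporter signal, scaled so untreated is 0 and the glycosylation-blocking control 100, at or above a set limit in every replicate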;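 note: luciferase carries N-glycosylation sites so blocking glycosylation raises the light; 0% = median of neutral control wells and 100% = median of 100 nM tunicamycin wells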
# aDG glyco act = alpha-DG glycosylation activation; Pro5-aDG cells, alpha-DG glycosylation AlphaScreen (IIH6); 0% Pro5, 100% B10-LARGE cell signal; activation, % at 10 µM; 360,000 tested, 0.22% active;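 active = activation of at least 8% versus controls, or a plate z-score of at least 8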;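 note: Pro5 are CHO cells carrying HIG-tagged alpha-DG that lacks glycosylation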
# Vif inh = inhibitors of HIV Vif. HEK293T cells, Vif self-association by quenched fluorescence, imaging, 24 h. inhibition, % at 7.49 µM. 340,000 tested, 0.35% active. AID 602346; in the data active = inhibition above about 50%, passing the limit was not always enough; note: some results filed as inactive read as strong as hits
# H9c2 protect = modulators protecting cardiomyocytes from myocardial damage; H9c2 cardiomyocytes, H2O2 injury protection, ATPLite, 2 h; protection from H2O2 cell death, % at 20 µM; 360,000 tested, 0.63% active; AID 588492;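 active = compounds giving at least 50% protection of heart cells from peroxide-induced death in the single-dose screen, raw or plate-pattern-corrected value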;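 note: 0% = DMSO wells with peroxide and 100% = DMSO wells without peroxide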
# Active calls of the source: *; . = no result given.
SMILES,MC4R antagonist,CaV13 FRET inh,MC4R barr agon,PDI inh,ABCB6 inh MLPCN,HTR2A ag,Glyco luc inh,aDG glyco act,Vif inh,H9c2 protect
Cc1cc(C)n(CC(O)COc2ccccc2C)n1 (configuration not stated),-0.6,0.0,0.5,-3.9,102.0,-0.3,-0.9,-0.2,3.7,8.6
COc1ccc(/C=C(/NC(=O)c2ccccc2)C(=O)NCc2ccncc2)cc1,-4.7,-3.1,0.6,-8.1,96.0,12.6,-0.1,2.4,6.3,-0.6
O=C(NCc1n[nH]c(=S)n1Cc1ccccc1)c1ccc(Cl)cc1Cl,12.2,-4.3,0.5,-1.3,96.0,-1.3,-0.1,0.1,-2.1,7.7
COc1cc2nc(COc3ccccc3[N+](=O)[O-])oc(=O)c2cc1OC,9.3,-2.9,-2.1,-1.2,101.0,3.3,2.0,-0.1,-8.9,7.9
CCOc1cc(-c2nccc3cc(OC)c(OC)cc23)cc(OCC)c1OCC,5.3,-2.3,-1.7,-1.8,95.0,2.2,-2.7,-0.1,-6.6,13.5
CC(C)NC(=O)C1(N2C(=O)c3ccccc3C2=O)CCCC1,-4.2,-11.7,1.0,1.0,104.0,2.3,2.0,0.1,-11.0,3.2
CCc1nnc(NC(=O)CSCc2cc(=O)n3cc(C)sc3n2)s1,10.9,-14.4,-1.4,-12.8,102.0,2.8,1.6,-0.1,1.2,5.7
CCOc1ccc(N(CC(=O)N2CCCCC2)S(=O)(=O)c2ccc(Cl)cc2)cc1,16.9,-2.4,-1.0,2.9,95.0,-1.3,-2.2,0.2,-9.7,-6.0
COc1ccc(N(CC(=O)N2CCN(c3cccc(Cl)c3)CC2)S(=O)(=O)c2c(C)noc2C)cc1,9.6,-3.1,-1.7,3.3,106.0,9.4,-5.6,0.2,-4.6,-2.0
COC(=O)c1ccc(CNC(=O)c2ccc(OCC(=O)N3CCOCC3)c(OC)c2)cc1,1.8,-4.1,-3.2,-0.3,100.0,4.2,1.6,0.1,0.6,2.1
Cc1cc(C)c(CN2CCN(C(=O)Cn3ccc(N)nc3=O)CC2)c(C)c1,5.4,-5.2,-1.1,-7.0,92.0,7.9,-0.1,-0.4,4.8,0.3
COC(=O)c1ccc(CSc2nccn2C)cc1,2.7,-16.8,0.2,-1.2,91.0,8.2,2.9,0.1,-4.4,5.7
CC(=O)N/C(=C\c1ccccc1)C(=O)OCc1cccc(S(=O)(=O)N(C)C)c1,7.9,-3.8,0.3,-6.1,98.0,14.1,-0.4,0.1,-2.4,-6.4
CCOc1cc(C(=S)N2CCN(C)CC2)ccc1OCC(=O)N1CCOCC1,-1.2,-3.5,-0.4,2.9,99.0,3.0,2.6,0.0,14.4,-1.0
CN(C)C(=O)CCc1ccc2c3c([nH]c2c1)[C@]1(C)[C@@H](C(=O)N2CCCCC2)C[C@H](CC(=O)NCCCn2ccnc2)C(=O)N1CC3,-2.0,-5.9,-2.1,6.9,103.0,-4.1,0.2,-0.2,9.0,0.1
CCN(c1ccc(Cl)cc1)S(=O)(=O)c1nnc(NC(=O)C(C)C)s1,-3.6,-2.6,10.1*,-11.4,98.0,6.5,3.4,0.0,13.9,-6.4
COc1ccc(N2CCN(C(=O)CN(c3ccccc3)S(=O)(=O)c3ccc(OC)cc3)CC2)cc1,-4.4,-4.6,-0.1,-4.0,91.0,-2.4,1.1,-0.2,-10.8,-1.9
COc1cc(OC)cc(C(=O)N[C@H](C(=O)Nc2ccc(NC(C)=O)cc2)C(C)C)c1,19.5,.,-0.6,0.2,98.0,-1.3,2.4,0.0,16.2,1.7
CC(C)c1ccc(NC(=O)CSc2nc3ccsc3c(=O)n2CCC(=O)O)cc1,35.1*,-6.6,0.7,-2.3,99.0,4.5,2.3,-0.3,-6.0,0.6
CCC(=O)Oc1ccc(NC(=O)c2ccco2)cc1,6.7,-3.9,-0.4,2.6,99.0,-1.4,-0.8,0.9,-0.2,-3.9
CSc1nc(N2CCOCC2)c2c(c1C#N)CC(C)(C)OC2,17.8,-0.1,0.4,-4.1,98.0,5.7,-1.0,0.1,2.3,18.7
O=C(Nc1ccc(Cl)c(Cl)c1)Nc1ccc(N2CCCC2)c(S(=O)(=O)Nc2ccccc2Cl)c1,2.3,-6.9,-1.2,-3.0,85.0,-3.5,-13.8,-0.6,-24.3,-18.1
CC(C)C[C@H](NC(=O)c1[nH]cnc1C(=O)N[C@@H](C)C(=O)OCc1ccccc1)C(=O)OCc1ccccc1,12.6,-5.2,-1.4,10.6,99.0,9.3,2.2,0.5,0.1,-14.9
Cc1ccc(NC(=O)c2c(F)cccc2Cl)cc1S(=O)(=O)N1CCOCC1,17.3,-5.8,-3.2,4.7,97.0,-0.6,1.7,0.0,-2.8,-0.8
Cc1nnc(NC(=O)CSc2nc(CC(C)C)nc3c2c(=O)n(C)c(=O)n3C)s1,12.0,-1.7,-0.5,3.1,107.0,-5.5,3.0,-0.2,-5.9,1.8
CC(Sc1nc2c(N)ncnc2n1CCOc1ccccc1)C(=O)O (configuration not stated),-0.8,-4.2,-1.9,0.2,96.0,-5.5,0.4,-0.3,8.5,2.3
CC(=O)Nc1ccc2c(c1)CN(c1cc(C)ccc1C)CO2,-3.7,-5.4,1.0,0.4,97.0,1.8,1.8,-0.2,-3.0,-13.8
O=C(O)Cc1ccc(NS(=O)(=O)c2ccc3c(c2)OCCO3)cc1,-1.6,-4.7,0.3,-4.6,99.0,0.7,1.9,-0.1,32.7,-1.5
O=C(Nc1ccc(F)cc1F)Nc1ccccc1C(=O)NCCN1CCNC1=O,-2.5,-3.9,-1.2,-0.3,97.0,39.9*,-1.2,-0.1,-5.6,1.1
COC(=O)c1ccc(OCC2c3cc(OC)c(OC)cc3CCN2C(C)=O)cc1 (configuration not stated),13.8,-1.9,-1.1,1.0,103.0,-0.2,1.8,0.3,-10.6,-3.3
O=C(Nc1ccc2nsnc2c1)c1cccs1,-14.6,-4.6,-1.0,5.4,95.0,-3.7,-1.1,0.1,25.8,5.3
Cc1ccccc1OCC(=O)N/N=C/c1cccc(Oc2ccc([N+](=O)[O-])cc2[N+](=O)[O-])c1,17.3,-5.6,-1.1,-2.7,92.0,0.6,8.1,1.3,-6.4,-5.9
CCOC(=O)C1=NOC2C3CC(C12)C1C(=O)N(CCc2ccc(OC)c(OC)c2)C(=O)C31 (configuration not stated),10.9,0.9,-0.3,-2.8,100.0,-4.8,0.0,0.0,4.8,0.2
COCc1cccc(-c2csc(C(C)(NC(C)=O)c3ccccc3)n2)c1 (configuration not stated),8.3,-6.1,0.2,-46.4,98.0,-2.0,-2.1,0.2,3.4,3.8
Cc1ccc(N(CC(=O)N2CCc3ccccc32)S(=O)(=O)c2cccs2)cc1,5.5,-5.2,-1.4,4.8,94.0,-1.0,-0.6,0.1,-7.0,-4.7
C=CCc1cccc2cc(C(=O)NC)c(=O)oc12,-3.5,-0.4,-0.9,9.0,85.0,-2.5,2.8,-0.2,6.2,1.4
Cn1ncc(C(=O)Nc2ccc(Cl)cc2)c1C(F)(F)F,2.2,-2.9,-2.9,20.3,88.0,-4.3,1.8,0.0,4.8,-1.3
CC(=O)c1cccc(OCc2cc(C(=O)NC3CCN(Cc4ccccc4)CC3)no2)c1,4.9,-4.4,-3.2,-4.4,95.0,-13.0,-0.6,0.0,-29.6,-7.0
O=CNc1ccc2c3c(cccc13)-c1ccccc1-2,7.2,-12.0,-0.6,-5.5,109.0,-3.4,1.0,0.6,56.0*,-6.1
CN(c1ccc(C(=O)NCC2CCCO2)cc1)S(C)(=O)=O (configuration not stated),22.7,-8.5,0.2,-1.0,89.0,-1.7,0.5,-0.3,8.5,0.3
O=C(NC(Cc1ccccc1)C(=O)O)C1CCN(S(=O)(=O)c2cccc(C(F)(F)F)c2)CC1 (configuration not stated),24.8,-4.1,2.4,6.7,96.0,4.5,1.0,-0.1,18.3,6.8
CCCCOc1ccccc1NC(=O)c1scc2c1OCCO2,-0.3,-6.2,-2.5,-2.6,104.0,-2.9,-2.9,0.7,-11.0,5.4
Clc1cccc(Cl)c1CN1CCN(c2ncccn2)CC1,7.3,-19.9,3.8,-6.9,92.0,11.4,-2.9,0.0,-7.2,-0.4
Oc1ccc(Cl)cc1CNn1cnnc1,-6.3,-2.3,-1.6,-4.7,99.0,2.6,1.4,1.8,-13.1,0.4
COc1ccc(C)cc1NC(=O)CN1CCN(S(=O)(=O)c2ccc(Cl)cc2)CC1,3.5,-5.2,-0.6,2.5,91.0,11.8,1.2,0.0,20.9,-15.9
O=C1c2cccnc2C(Nc2ccccc2Br)N1Cc1ccco1 (configuration not stated),27.3,-4.6,-0.2,2.2,102.0,1.4,2.7,0.2,-6.1,10.7
CN(CCO)CCOCCOc1cccc2ccccc12,3.9,-3.8,0.5,6.9,98.0,-4.4,-1.0,0.1,-2.9,6.7
COc1ccc(S(=O)(=O)N(C)c2ccc(C(=O)N3CCCCC3)cc2)cc1OC,0.3,-5.6,-1.6,9.9,91.0,1.4,-2.2,0.6,-1.6,-13.0

# 3 compounds from above, sorted by their value in ABCB6 inh MLPCN, highest first.
canonical_smiles	ABCB6 inh MLPCN
O=CNc1ccc2c3c(cccc13)-c1ccccc1-2	109.0
CCCCOc1ccccc1NC(=O)c1scc2c1OCCO2	104.0
CN(c1ccc(C(=O)NCC2CCCO2)cc1)S(C)(=O)=O (configuration not stated)	89.0

# Further records:
SMILES,MC4R antagonist,CaV13 FRET inh,MC4R barr agon,PDI inh,ABCB6 inh MLPCN,HTR2A ag,Glyco luc inh,aDG glyco act,Vif inh,H9c2 protect
COc1cc(CN2CCCCCC2)cc(Br)c1O,9.2,-4.9,0.8,0.1,97.0,0.8,2.9,-0.1,0.6,-0.4
COc1cc(CC(=O)OCC(=O)NC(C)c2ccccc2)cc(OC)c1OC (configuration not stated),4.8,-5.7,-0.9,26.6,92.0,4.8,1.6,-0.1,3.6,3.8
Cc1ccc2oc(=O)n(Cc3ccc(OC(C)C)cc3)c2c1,-2.1,-5.7,0.4,3.9,99.0,-7.0,-1.3,0.1,-3.0,1.8
O=C(CSc1ccc2nnc(-c3cccnc3)n2n1)Nc1cccc(F)c1,-8.6,.,-3.3,8.6,96.0,13.1,3.5,0.0,-4.0,5.3
COc1ccc(NC(=O)c2sc(N)nc2-c2ccccc2)cc1,-6.2,5.8,2.0,-0.2,104.0,4.8,-2.1,1.4,1.4,10.2
Cn1c(CCc2nc3ccccc3[nH]2)n[nH]c1=S,-1.5,-20.6,1.0,-0.4,96.0,3.6,0.6,0.0,11.8,6.7
CC(C)[C@H](NC(=O)c1ccccc1Cl)C(=O)OCC(=O)NC(=O)NCc1ccco1,6.3,-4.5,-1.1,2.4,95.0,4.2,1.5,0.0,6.9,3.1
CC1CCCC/C1=N/Nc1ccc([N+](=O)[O-])cc1[N+](=O)[O-] (configuration not stated),5.0,.,1.1,-0.5,100.0,2.2,2.3,-0.1,32.2,-31.2
COc1ccc2cnnc(SCC(=O)Nc3ccc(C(=O)O)cc3)c2c1OC,2.7,-20.7,-0.9,3.9,101.0,-1.5,3.5,-0.2,6.3,10.4
